# Assay outcomes from PubChem.
# ASAP1 inh = inhibitors of human ASAP1 ArfGAP activity; Q9ULH1; hit rate 0.19% among 360,000; ASAP1-stimulated ARF1 GTP hydrolysis, GDP FP detection; inhibition, % at 16.5 µM; in the data active = inhibition above about 25%;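 also: 0% = vehicle with enzyme and substrate and 100% = no enzyme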
# Tn6 DDE FP = inhibitors of Tn6 peptide binding to human fibrin DD(E); P02675; AID 720509; Fibrin DD(E) TRITC-Tn6 fluorescence polarization displacement; hit rate 0.21% among 370,000; inhibition, % at 8.3 µM;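 active = inhibition above a per-campaign cutoff: mean of compounds within control limits plus 3 SD, cut at about 15% in these data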;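 also: 0% = median of all compound wells on the plate and 100% = blocking peptide control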
# Target sequence (P02675 whole entry, looked up): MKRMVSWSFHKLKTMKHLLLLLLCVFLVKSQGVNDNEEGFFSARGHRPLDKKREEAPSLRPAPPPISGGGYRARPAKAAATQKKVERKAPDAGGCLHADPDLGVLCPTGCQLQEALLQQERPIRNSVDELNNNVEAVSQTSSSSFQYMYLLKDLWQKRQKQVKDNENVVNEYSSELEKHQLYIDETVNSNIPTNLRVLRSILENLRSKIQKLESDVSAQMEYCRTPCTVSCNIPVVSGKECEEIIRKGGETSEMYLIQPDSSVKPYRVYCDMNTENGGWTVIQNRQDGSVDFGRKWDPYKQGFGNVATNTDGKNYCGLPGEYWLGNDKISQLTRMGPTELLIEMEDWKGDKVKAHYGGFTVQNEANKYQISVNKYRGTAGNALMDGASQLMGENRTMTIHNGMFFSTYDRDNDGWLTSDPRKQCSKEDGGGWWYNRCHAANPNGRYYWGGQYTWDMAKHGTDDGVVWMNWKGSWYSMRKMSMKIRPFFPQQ
# ARFGAP1 inh = inhibits rat ARF GTPase activating protein 1; Arfgap1-stimulated ARF1 GTP hydrolysis, GDP FP detection; Q62848; hit rate 0.26% among 360,000; AID 651572; inhibition, % at 16.5 µM;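 active = inhibition above a per-plate limit, mean inhibition of low control wells plus 3 SD, cut at about 25% in these data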;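 also: 0% = DMSO wells with enzyme and 100% = wells lacking Arfgap1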
#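 Material: truncated rat Arfgap1 GAP domain; Incubation: compound-enzyme preincubation 20 min, reaction 120 min, detection 60 min, 25 °C; Read-out: percent inhibition of Arfgap1-stimulated GTP hydrolysis; Technique: FP, GDP Alexa 633 tracer displaced from anti-GDP antibody, 620/688 nm; Controls: No-Arfgap1 wells (100%) versus DMSO full-reaction wells (0%); Replication: single well per compound.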
# UHRF1 MBD2 ctr = human UHRF1 methylated DNA binding inhibitors | Q96T88 | UHRF1 binding to methylated oligo, TR-FRET | inhibition, % at 4.4 µM | hit rate 0.75% among 370,000; in the data active = inhibition above about 21%;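 also: UHRF1 SRA domain binding a hemimethylated CpG hairpin DNA probe; 0% = median of test compound wells and 100% = reference inhibitor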
# sPLA2-III inh = Blocks human group III sPLA2 activity; Q9NZ20; QFRET BODIPY PC-A2 liposome hydrolysis, fluorescence; hit rate 0.56% among 370,000; inhibition, % at 12.2 µM;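 active = inhibition above mean plus 3 SD of compounds lying within the high and low control bounds, cut at about 19% in these data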;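 also: 0% = median of test compound wells and 100% = no enzyme DMSO wells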
# DDE Tn7 FP inh = disrupts Tn7 cyclic peptide binding to fibrin D-Dimer-E complex; AID 720508; inhibition, % at 8.3 µM; hit rate 0.13% among 370,000; FP displacement of FITC-Tn7 peptide from fibrin DD(E); 0% = median of compound wells per plate; P02675;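 active = inhibition above the mean of compounds falling within the control limits plus 3 SD of them, cut at about 14% in these data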;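 also: 0% = plate median of compound wells and 100% = 10 µM Aha-Tn7 peptide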
#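 Measure: % inhibition scaled between sample-field median and high-control FP; Test system: human fibrin DD(E); Quantity: 2 µM final DD(E) protein; Doses: one dose, 8.3 µM nominal; Schedule: compound with protein 10 min, then 3 h after probe, room temperature; Detection: fluorescence polarization; Medium: Tris buffer with calcium and detergent, pH 7.8.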
# PLCb3 inh = inhibitors of human phospholipase C beta3; inhibition, % at 12.2 µM; hit rate 0.18% among 370,000; AID 720704; Purified PLC-beta3, fluorogenic substrate, fluorescence; in the data active = inhibition above about 11%;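 also: 0% = median of compound wells on plate and 100% = full blocker control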
# PLCg1 inh = blocks human PLC-gamma1 enzyme activity. P19174. purified PLC-gamma1, fluorogenic substrate, fluorescence. inhibition, % at 12.2 µM. hit rate 0.84% among 370,000. AID 720700; in the data active = inhibition above about 9.5%
# Rev-erbA mod = modulates human Rev-erb alpha binding to DNA | activity, % at 10 µM | Rev-erbα–FITC-DNA binding, fluorescence polarization, 90 min | hit rate 0.79% among 370,000 | P20393;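 active = activity above about 14%, limit read from the data; passing the limit was not always enough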;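 also: 0% = DMSO wells with 35 nM protein and 100% = DMSO wells with 750 nM protein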
# Target sequence (P20393 whole entry, looked up): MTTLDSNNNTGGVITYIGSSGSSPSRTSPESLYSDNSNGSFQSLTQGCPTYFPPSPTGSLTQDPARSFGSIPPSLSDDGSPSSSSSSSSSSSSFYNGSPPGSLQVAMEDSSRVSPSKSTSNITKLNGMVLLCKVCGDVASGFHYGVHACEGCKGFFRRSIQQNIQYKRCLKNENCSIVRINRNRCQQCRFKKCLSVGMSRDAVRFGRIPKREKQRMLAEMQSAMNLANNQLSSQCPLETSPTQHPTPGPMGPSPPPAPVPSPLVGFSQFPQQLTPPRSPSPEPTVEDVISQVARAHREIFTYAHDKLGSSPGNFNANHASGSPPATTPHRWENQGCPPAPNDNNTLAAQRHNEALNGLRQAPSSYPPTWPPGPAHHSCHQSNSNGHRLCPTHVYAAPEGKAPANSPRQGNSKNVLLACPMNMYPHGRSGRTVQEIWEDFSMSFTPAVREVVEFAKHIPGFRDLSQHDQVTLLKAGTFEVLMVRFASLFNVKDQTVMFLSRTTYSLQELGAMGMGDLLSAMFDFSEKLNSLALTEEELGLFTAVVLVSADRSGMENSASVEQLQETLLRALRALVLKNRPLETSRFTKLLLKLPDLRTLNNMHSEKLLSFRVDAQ
# KLK7 zymogen act = activates the human kallikrein-7 zymogen. purified proKLK7, EDANS-DABCYL substrate fluorescence; 100% is mature enzyme control, 0% vehicle. activation, % at 7 µM. P49862. hit rate 0.9% among 370,000. AID 652039;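 active = activation above the mean of all tested compounds plus 3 SD, computed per campaign excluding outliers beyond control limits, cut at about 13% in these data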
# Active calls of the source: *; i = inactive; . = no result given; & = joins results of further samples. This is a random part of the collection; 4.5% or so of the library scored in one or more.
compound	ASAP1 inh	Tn6 DDE FP	ARFGAP1 inh	UHRF1 MBD2 ctr	sPLA2-III inh	DDE Tn7 FP inh	PLCb3 inh	PLCg1 inh	Rev-erbA mod	KLK7 zymogen act
CCn1ncc(Br)c1C(=O)Nc1ccc2c(c1)OCCO2	-3.3	3.5	-9.2	-1.2	-1.3	0.6	-18.8	-1.0	-1.1	0.2
O=C(c1cc2cc(Br)ccc2oc1=O)N1CCCC1	-26.9	-4.1	6.6	6.1	4.8	-3.7	-3.4	-0.1	3.9	0.3
CC(C)CCN1CCN(Cc2cccs2)CC1CCO (stereo not drawn)	-5.3	4.0	2.0	-0.8	2.4	2.2	-1.4	1.2	0.9	0.9
COc1ccc(N2CCc3c(C)nc(SC)nc32)cc1	0.4	2.6	2.3	0.4	4.6	7.4	-9.1	-5.8	-7.5	0.0
O=C(NCc1cccs1)c1noc2c1CCCCC2	5.7	4.9	0.5	1.4	4.1	3.6	-2.7	1.5	0.2	0.4
Cc1cccc(C)c1NC(=O)CNC(=O)c1ccc(N2CCOCC2)c([N+](=O)[O-])c1	-5.8	4.2	-20.5	-5.0	-5.0	-0.6	6.7	5.8	9.9	0.3
CCCCn1nc2cc(C(=O)NCc3ccccc3OC)ccc2c1OCC	5.6	-4.3	11.2	-0.9	-0.5	1.4	-176.5	-112.4	-5.5	-15.0
CC(c1cccnc1)N(C(=O)Nc1ccccc1)C1CCCCC1 (stereo not drawn)	-6.8	2.8	-4.5	-0.1	1.2	-8.2	3.2	2.4	0.8	0.6
Cc1cccc(NC(=O)Cn2nnc(C(=O)NCc3ccco3)c2N)c1	-1.6	-7.0	-2.2	3.6	2.6	6.4	4.7	0.1	2.0	-0.6
O=C(NCc1cccnc1)C1CCN(S(=O)(=O)c2cc(Cl)ccc2Cl)CC1	-9.3	4.8	-2.3	1.4	-0.4	-1.8	0.6	2.6	-4.4	0.3
COCCN(C(=O)COC(=O)/C=C/c1ccc(Cl)c(Cl)c1)c1c(N)n(Cc2ccccc2)c(=O)[nH]c1=O	-7.7	2.2	3.9	-0.6	1.2	0.3	-2.7	1.5	6.6	0.2
CSCCC(NC(=O)c1ccc(=O)n(C)n1)c1nc2ccccc2[nH]1 (stereo not drawn)	-10.5	-1.4	0.4	-2.4	8.2	5.7	1.5	0.3	0.5	-1.9
COc1ccccc1C(=O)NCCNc1nc2cc(C)cc(C)c2cc1C#N	8.6	0.9	8.4	3.9	-3.0	-3.3	-25.3	-16.2	3.8	-3.6
CCN(CC)S(=O)(=O)c1ccc(OC)c(NC(=O)CSc2cc(Cl)ccc2Cl)c1	-3.2	-2.3	9.7	1.2	-19.7	-1.4	3.0	4.4	-0.4	-0.1
COc1ccc(Br)cc1C(=O)N/N=C/c1ccc2c(c1)n(C)c(=O)n2C	-12.8	4.3	4.8	-5.8	-2.2	2.6	-164.6	-162.9	16.2	6.0
Cc1n[nH]c(=O)nc1N/N=C/c1cccs1	7.5	-9.3	-5.2	13.1	1.5	-4.4	2.9	5.3	3.1	0.5
CCOC(=O)[C@@]12CCCC=C1N(CCc1ccc(Cl)cc1)C(=O)[C@H]2CC(=O)N1CCC(c2ccccc2)CC1	.	-9.9	.	-4.1	-9.6	4.9	-1.2	8.2	13.7	0.1
O=C(NCC1CCCO1)c1sc2cc(Cl)ccc2c1Cl (stereo not drawn)	2.7	4.1	-9.2	-2.4	4.3	-8.4	0.5	0.8	2.9	0.2
CN1CCN(C(=O)C2=C[C@H](c3ccc(C(F)(F)F)cc3)C[C@H](OCc3ccc(CO)cc3)O2)CC1	-2.8	-7.5	7.7	5.6	0.3	-3.2	0.7	2.4	5.9	0.5
CC(C)(C)OC(=O)N1CCC(C(=O)N[C@@H](Cc2ccccc2)C(=O)O)(c2ccccc2)CC1	1.2	6.9	3.1	-1.4	-4.8	2.7	-1.2	-2.7	-0.5	0.7
Cc1nnc(Nc2ccc(C(=O)NCCO)cc2)c2ccccc12	6.1	-1.8	8.8	0.7	4.0	-2.8	-119.2	-86.8	-1.8	0.2
COc1cccc(NC(=O)c2cc([N+](=O)[O-])ccc2N2CCN(C)CC2)c1	-5.8	7.5	-6.0	1.1	-0.1	-0.2	2.2	5.3	-1.4	0.0
O=[N+]([O-])c1ccc(Oc2c(F)c(F)nc(N3CCCC3)c2F)cc1	3.5	-1.4	-3.9	-3.5	0.4	-0.8	1.1	-0.4	5.0	0.6
CCn1c(Cc2cccs2)nnc1SCC(=O)Nc1cccc2ccccc12	.	0.4	.	-0.4	1.6	4.0	-1.9	-0.1	5.0	0.5
COc1ccccc1N1CCN(c2ccc(N3C(=O)CCC3=O)cc2[N+](=O)[O-])CC1	0.5	-2.8	-8.1	1.2	2.5	-4.8	-3.5	2.1	1.8	-0.2

# Reformatted with values under each structure: two of the compounds above
# Values run as follows: ASAP1 inh, Tn6 DDE FP, ARFGAP1 inh, UHRF1 MBD2 ctr, sPLA2-III inh, DDE Tn7 FP inh, PLCb3 inh, PLCg1 inh, Rev-erbA mod, KLK7 zymogen act
- Cc1nnc(Nc2ccc(C(=O)NCCO)cc2)c2ccccc12
→ 6.1, -1.8, 8.8, 0.7, 4.0, -2.8, -119.2, -86.8, -1.8, 0.2
- COc1cccc(NC(=O)c2cc([N+](=O)[O-])ccc2N2CCN(C)CC2)c1
→ -5.8, 7.5, -6.0, 1.1, -0.1, -0.2, 2.2, 5.3, -1.4, 0.0

# (further entries)
compound	ASAP1 inh	Tn6 DDE FP	ARFGAP1 inh	UHRF1 MBD2 ctr	sPLA2-III inh	DDE Tn7 FP inh	PLCb3 inh	PLCg1 inh	Rev-erbA mod	KLK7 zymogen act
S=C(NCc1cccnc1)Nc1ccc(Cl)c(Cl)c1	16.0	-4.3	14.1	2.1	-40.8	-7.0	7.8	1.2	-4.1	-0.6
COc1ccc(CNCc2cn(-c3cccc(F)c3)nc2-c2ccc(C)o2)cc1	16.6	2.0	3.6	-0.7	-9.2	4.2	-36.2	-23.1	-0.9	9.7
O=C(CN(Cc1ccccc1Cl)C(=O)CNS(=O)(=O)c1ccccc1)NCC1CCCO1 (stereo not drawn)	3.6	5.4	8.6	19.9	-2.1	-2.3	-2.6	-1.1	3.5	-0.5
COc1cc(C2c3cc4c(cc3C(O)C3COC(=O)C23)OCO4)cc(OC)c1OC (stereo not drawn)	0.7	-3.6	-15.7	-2.3	8.5	0.9	-0.1	3.3	-1.1	0.3
CC(=O)c1ccc(S(=O)(=O)NCC(=O)NC(c2nc3ccccc3[nH]2)C(C)C)cc1 (stereo not drawn)	-6.1	5.4	8.1	1.3	-0.5	-9.5	-15.6	-10.8	-3.2	-0.5
COc1cc(OC)c(C(=O)OCC(=O)Nc2nnc(-c3ccccc3)o2)cc1OC	6.0	1.8	-2.8	2.0	6.3	-5.3	-4.0	3.2	-2.0	0.2
CC(C)(C#N)NC(=O)C(=O)c1c(-c2ccccc2)cc2ccccn12	10.4	-4.3	2.9	7.5	8.9	-5.7	-5.4	2.3	-5.7	0.1
O=C(CSc1nnc(COc2ccccc2)n1Cc1ccco1)Nc1ccc2c(c1)OCCO2	12.3	-3.4	14.8	0.8	-7.5	-10.8	1.8	2.4	3.6	0.8
CN[C@H]1C[C@@H](c2ccccc2)N(C(C)=O)C[C@H]1CO	2.0	1.2	-8.2	-1.0	12.8	3.9	4.1	5.5	-1.0	0.5
O=C(CSc1nnc(-c2ccccc2NC(=O)c2ccccc2)o1)OC1CCCCC1	4.3	13.1	-9.0	1.2	0.9	0.0	0.0	1.4	108.4*	0.1
CC(C)c1cc(C(=O)NC2CCCCC2)no1	-3.4	-0.1	10.9	-1.7	-1.7	4.9	1.1	0.3	6.4	0.4
CC1C=CCC2C(=O)N(c3ccc(OC(=O)c4cccs4)cc3)C(=O)C12 (stereo not drawn)	3.6	-3.7	-2.4	-3.1	-13.2	1.5	2.5	-2.7	-1.5	0.9
Cc1cccc(-n2cc(CN(C)Cc3nccn3C)c(-c3cccc(F)c3)n2)c1	1.9	-3.1	11.3	4.0	-10.9	-11.9	4.3	11.1*	1.4	-0.5
Cc1c(/C=C2\SC(=O)N(CC(=O)Nc3ccc4c(c3)OCO4)C2=O)c2ccccc2n1C	-7.5	-0.7	-5.0	-1.6	-6.5	0.9	2.7	-1.4	-7.4	-0.4
O=C(OCCN1C(=O)c2cccc3c(N4CCOCC4)ccc(c23)C1=O)c1ccccc1Cl	17.7	-1.9	9.9	-18.9	-105.6	32.9*	i	i	40.3*	-30.1
Cc1ccc(S(=O)(=O)N2CCCC2C(=O)NC2CCCCC2)cc1 (stereo not drawn)	-9.1	-2.3	-3.4	1.8	12.2	9.4	8.7	11.5*	5.3	-0.4
CSC12CCCN(CCC(C(C)(C)C)C1)C2=O (stereo not drawn)	0.9	1.5	4.3	0.0	12.5	11.1	-1.5	2.0	-3.0	-0.1
CCCCN1C(=O)C(=O)N(CC(=O)Nc2sc(C)c(CC)c2C(=O)OCC)C1=O	-5.0	-9.8	10.5	5.2	7.8	6.7	-2.6	-1.0	1.4	-0.2
C[C@H]1COC(=O)[C@@H](CC(=O)OC(C)(C)C)C/C=C\C[C@@H](CC(=O)N[C@H](CO)Cc2ccccc2)C(=O)N1	-0.8	6.3	-4.1	-2.8	3.6	9.7	-2.8	-0.5	0.6	0.5
Cc1ccc(C(C(=O)NCc2ccco2)N(Cc2ccco2)C(=O)CNC(=O)c2ccco2)cc1 (stereo not drawn)	-2.1	-0.7	-2.2	0.4	1.1	-0.7	1.3	2.0	-6.9	-0.1
N#C/C(C(=O)NCc1ccco1)=C1/SC=C(c2ccccc2)N1c1ccccc1	-6.2	4.2	19.7	-1.2	0.3	-3.1	-5.5	-3.6	37.6*	-2.9
Cc1nnsc1C(=O)N1CCN(c2ccc(F)cc2)CC1	-3.5	3.9	-1.8	2.2	8.1	-1.3	-4.1	2.8	5.5	-0.1
S=P(N1CC1)(N1CC1)N1CC1	-10.7	1.0	-0.1	-0.5	6.5	0.2	2.6	-2.6	3.4&-5.9	-0.9
Cc1ccc(-c2noc(CN3CCOCC3)n2)cc1	-6.9	0.8	-3.3	-0.5	1.6	3.2	0.2	-0.5	-0.2	-0.1
O=C(O)c1cc(Cl)c(Cl)cc1C(=O)Nc1cccc2cccnc12	-5.3	4.0	4.1	-3.8	16.4	0.9	-5.3	2.5	-5.3	0.3
O=C(CN1CCC(Cc2ccccc2)CC1)Nc1ccc2c(c1)OCCO2	1.8	1.6	3.5	2.9	6.4	-0.5	-1.5	-2.6	2.7	0.4
CCc1noc(C)c1C(=O)Nc1ncc(C)s1	-2.3	4.4	-3.5	3.4	5.7	4.7	-1.9	-0.1	2.7	0.0
CC[C@@H](C(=O)[C@@H](C)[C@@H](O)[C@H](C)CCc1ccc(C)c(O)c1C(=O)O)[C@H]1O[C@](CC)([C@H]2CC[C@](O)(CC)[C@H](C)O2)C[C@@H]1C	-1.0	-1.5	-17.9	-1.2	-51.7	-0.9	-5.5	-2.7	0.2	0.5
